USP2a block = inhibitors of human ubiquitin-specific protease USP2a; USP2 core, Ub-CHOP2 coupled fluorogenic reporter, 485/531; Potency, µM (titrated, usually from 38.3 µM), inactives show at the highest dose activity change, negative = inhibition, actives largely listed as inhibitors; 330,000 tested, 0.01% active;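 also: potency is read from the fitted curve at half-maximal effect; plate controls were DMSO wells for no effect and full inhibition by NEM control for full effect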
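Deubiquitinase activity read as fluorescence (485/531 nm) after Ub-CHOP2 cleavage activates the enterokinase reporter on its substrate; USP2 core 10nM, Ub-CHOP2 and substrate 25nM each, 30min compound preincubation then 60min RT; data normalized to NEM, curves fitted.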
Menin MLL FP TR = inhibitors of human menin-MLL interaction, mutant MLL peptide | Potency, µM (top dose mostly 61.6 µM), inactives show at the top dose FP activity change, negative = inhibition, actives largely listed as inhibitors | Menin + Texas Red MLL mutant peptide, fluorescence polarization | 270,000 tested, 0.23% active | O00255; active = well fitted inhibition curve with a large enough effect in the polarisation, with a control signal flat, not every such curve was filed as active; inconclusive = small, poorly fitted or top-dose-only effect, or effect the other way, or a change in a side signal; inactive = no such curve, though single readings can be large or run the other way; the % refers to the polarisation; also: potency is read from the fitted curve at half-maximal effect; % of control where 0% means no effect; many of its hits are not listed in these tables
KCNH2 3.1 inh = inhibitors of human KCNH2 3.1 potassium channel isoform; U2OS KCNH2 3.1, thallium flux FluxOr; active compounds read low; activity change, % (tested at about 1.8 µM); 340,000 tested, 0.95% active; AID 720553;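 active = maximum activity change below -70%; inconclusive = maximum activity change from -70% to -50%; inactive = maximum activity change above -50%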;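 also: thallium influx rate constant from kinetic fluorescence after stimulation buffer; % is scaled to controls: 0 for no effect and ±100 for the full control effect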
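Kinetic fluorescence (2 min after stimulation buffer) measures Tl+ influx through KCNH2 3.1 expressed by viral transduction in U2OS cells; the rate constant is normalized against DMSO controls serving as positive and negative references.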
Giardia killer = kills Giardia lamblia | activity change, % at 7.66 µM, hits read low | AID 540267 | 340,000 tested, 0.15% active | Giardia lamblia trophozoite viability; in the data active = activity change below about -80%; inconclusive = between about -30% and that limit;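 also: parasites exposed to compound for two days anaerobically before the ATP read; % is scaled to controls: 0 for no effect and ±100 for the full control effect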
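Trophozoite viability was measured as ATP-dependent luminescence, read 15-30 min after reagent addition. Before that, parasites at 100 cells/well were exposed to compounds for 48 h, anaerobically, at 37 deg C.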
TRPV1 ag = human TRPV1 agonism; Q8NER1; TRPV1-expressing cells, Fluo-8 calcium influx, agonist mode; activation, % at 8.33 µM; 320,000 tested, 0.19% active; in the data active = activation above about 80%; inconclusive = between about 30% and that limit; also: 0% is about no effect
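TRPV1-expressing cells were cultured overnight at 35.5C and loaded with Fluo-8 calcium dye for 40 to 90 min at room temperature. After a 10 s baseline, compound was added and calcium influx was read kinetically for 3 min (ex 480/em 520 nm).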
MLL CXXC-DNA inh = blocks binding of human MLL CXXC domain to DNA; Q03164; MLL-CXXC / FITC-HOXA9 DNA fluorescence polarization; Potency, µM (highest dose often 115 µM), for inactives: at the top dose activity change, negative = inhibition, actives largely listed as inhibitors; 290,000 tested, 0.037% active; active = well fitted inhibition curve with a large enough effect in the polarisation, with a control signal flat, not every such curve was filed as active; inconclusive = small, poorly fitted or top-dose-only effect, or effect the other way, or a change in a side signal; inactive = no such curve, though single readings can be large or run the other way; the % refers to the polarisation; also: potency is read from the fitted curve at half-maximal effect
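Steps: dispense CXXC domain solution (7 uM) → pin compounds or unlabeled HOX-A9 DNA control → 5 min ambient → add FLSN-HOX-A9 solution (50 nM) → spin → 30 min ambient → fluorescence polarization. Tris pH 7.5/NaCl/DTT/BSA buffer.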
B2AR arrestin = recruits beta-arrestin to the human beta2-adrenergic receptor; 330,000 tested, 0.02% active; beta-arrestin recruitment to beta2AR, cell-based reporter; P07550; Potency, µM (highest dose often 46.1 µM), for the others: at the top dose activation, usual class: activators; AID 492947;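 also: potency is read from the fitted curve at half-maximal effect; 0% = DMSO controls and full agonism = EC100 isoproterenol or metaproterenol; nearly all actives have a fitted effect of over 65% in size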
GALK inh = blocks human galactokinase activity; P51570; 270,000 tested, 0.007% active; Purified GALK, Kinase-Glo residual ATP luminescence; Potency, µM (highest dose often 57.5 µM), for inactives: at the highest dose activity change, negative = inhibition, hits mostly inhibitors; also: potency is read from the fitted curve at half-maximal effect; % is scaled to controls: 0 for no effect and ±100 for the full control effect
Target sequence (P51570 whole entry, looked up): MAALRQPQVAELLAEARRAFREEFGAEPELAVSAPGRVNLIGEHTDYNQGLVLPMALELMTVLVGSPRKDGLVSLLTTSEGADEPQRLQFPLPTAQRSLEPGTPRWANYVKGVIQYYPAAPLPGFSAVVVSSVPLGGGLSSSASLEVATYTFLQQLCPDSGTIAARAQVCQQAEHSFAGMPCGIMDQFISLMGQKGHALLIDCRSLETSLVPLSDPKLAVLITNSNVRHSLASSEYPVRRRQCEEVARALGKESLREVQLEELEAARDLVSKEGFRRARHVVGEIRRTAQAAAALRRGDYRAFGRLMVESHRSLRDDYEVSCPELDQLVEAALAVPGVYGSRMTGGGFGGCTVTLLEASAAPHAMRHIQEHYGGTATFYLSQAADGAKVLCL
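5 nM enzyme, 35 uM ATP, 100 uM galactose, 20 mM HEPES pH8.0, 5 mM MgCl2; 1 h RT; residual ATP by Kinase-Glo Plus luminescence, qHTS format.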
KCNH2 WT inh = inhibitors of human wildtype KCNH2 potassium channel; U2OS, BacMam KCNH2, thallium flux FluxOr; active compounds read low; AID 720551; Q12809; 340,000 tested, 0.37% active; activity change, % at 1.84 µM;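 active = maximum activity change below -70%; inconclusive = maximum activity change between -70% and -50%; inactive = maximum activity change above -50%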; also: % is scaled to controls: 0 for no effect and ±100 for the full control effect
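U2OS cells were transduced with wild-type KCNH2 virus (2.03 x 10^8 / mL) for 4 h at room temperature, then cultured overnight at 37 C. Thallium flux was read with FluxOr dye. Rate constants were normalized to DMSO controls.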
Coupling enz = inhibits coupling enzyme system, counter-screen for aldolase hits; coupling enzyme system counterscreen, AmpLite Red fluorescence; activity change, negative = inhibition, % at 58.2 µM, hits read low; 290,000 tested, 0.67% active; in the data active = activity change below about -30%; also: % is scaled to controls: 0 for no effect and ±100 for the full control effect
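Activity here indicates interference with the coupling reaction, not aldolase inhibition. Compounds at 57.5 uM final met coupling enzymes for 10 min at RT; substrate and AmpLite Red detection followed, with a 525/598 nm fluorescence read after 20 min.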
PKM2 activator = activators of human pyruvate kinase M2; 260,000 tested, 0.34% active; purified PKM2, Kinase-Glo ATP luminescence, activation; response scale: 0% is enzyme alone, no compound; P14618; Potency, µM (highest dose often 57.5 µM), inactives show top-dose activation, hits mostly activators; also: potency is read from the fitted curve at half-maximal effect; % is scaled to controls: 0 for no effect and ±100 for the full control effect; nearly all actives have a fitted effect of over 55% in size
Target sequence (P14618 whole entry, looked up): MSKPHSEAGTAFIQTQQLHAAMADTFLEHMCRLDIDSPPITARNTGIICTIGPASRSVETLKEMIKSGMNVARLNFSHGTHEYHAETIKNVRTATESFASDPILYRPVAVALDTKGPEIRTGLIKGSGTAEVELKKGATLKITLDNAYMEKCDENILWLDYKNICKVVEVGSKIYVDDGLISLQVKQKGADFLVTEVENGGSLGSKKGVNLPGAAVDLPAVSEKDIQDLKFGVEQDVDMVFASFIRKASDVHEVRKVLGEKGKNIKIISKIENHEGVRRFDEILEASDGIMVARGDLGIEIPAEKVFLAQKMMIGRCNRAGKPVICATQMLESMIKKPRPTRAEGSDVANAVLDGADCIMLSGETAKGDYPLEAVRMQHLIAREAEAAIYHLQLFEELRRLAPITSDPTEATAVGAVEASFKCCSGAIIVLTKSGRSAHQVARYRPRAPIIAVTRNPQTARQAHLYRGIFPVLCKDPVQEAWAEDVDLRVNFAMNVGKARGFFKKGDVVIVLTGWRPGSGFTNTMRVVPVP
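Kinase-Glo luminescence reports ATP generated from ADP (0.1 mM) and PEP (0.5 mM) by purified hPK-M2 after 1 h at room temperature, pH 7.2 imidazole buffer; intermediate enzyme activity allows detecting inhibitors and activators.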
Starred values were filed as active, the others as inactive; u = inconclusive; x = no result given; & = joins results of further samples; [ ] = another dose, or the depositor's remark. Unless noted, calls follow the shape of the dose curve; as a rule, active = well fitted curve in the direction sought with a large enough effect; inconclusive = small, poorly fitted or top-dose-only effect, or another doubt; inactive = no such curve, though single readings can be large; an effect the other way counts as inactive or inconclusive. Some of the compounds tested. The share of hits here may be higher or lower than overall.

nr	molecule	USP2a block	Menin MLL FP TR	KCNH2 3.1 inh	Giardia killer	TRPV1 ag	MLL CXXC-DNA inh	B2AR arrestin	GALK inh	KCNH2 WT inh	Coupling enz	PKM2 activator
1	O=C(Nc1nccs1)c1ccc(Br)cc1	2%	39%[activator]	-2	-6	27	-4%	-0.2%	-2%	-3	-3	-3%
2	O=C(Nc1cc([N+](=O)[O-])ccc1F)C1CC1	-3%	18%	5	1	2	-12%	-1.9%	1%	-26	2	-1%
3	O=C(Nc1ccc(O)c(-c2nc3ccccc3o2)c1)C1(c2ccc(Cl)cc2)CCCC1	-11%	0%	0	-29	-5	14%	-0.6%	1%	-2	1	-21%
4	CN(C)CCCN1C(=O)c2cccc3c(Br)ccc(c23)C1=O	5%	-15%	5	-5	2	7%	-0.3%	-1%	-8	2	-1%
5	C=CCN1CCN(C(=O)CCCc2ccccc2)CC1	-1%	-6%	37	-14	2	-9%	0.1%	3%	-7	2	-1%
6	C[C@@H](C(=O)CC(=O)OC(C)(C)C)[C@@H](O)c1c(F)cccc1Cl	1%	18%&-5%	-13	-26&1	-2	6%	-1.6%	x	-2	11&-4	-7%
7	Cc1cc(C)cc(CSCC(=O)N/N=C/c2ccc(OCC(=O)NCc3ccco3)cc2)c1	1%	x	17	-14	x	9%	1.1%	-1%	-15	0	0%
8	CC(C)c1ccc(NC(=O)c2cc3c(=O)n(C)c4ccccc4c3n2C)cc1	-2%	x	-20	-5	-4	4%	-0.7%	4%	-3	-8	-1%
9	CC(C)Oc1ccc(S(=O)(=O)N2CCOCC2)cc1NC(=O)C1CCC1	-1%	x	-22	15	u	x	-2.3%	x	-22	x	x
10	COc1ccc(/C=C/C(=O)N2CCC(C(N)=O)CC2)cc1S(=O)(=O)N1CCOCC1	1%	9%	17	-11	1	5%	-0.5%	13%	23	-1	-3%
11	CC1CN(C(=O)c2cccc(S(=O)(=O)NCc3ccccc3)c2)CC(C)O1 (stereo not given)	1%	x	14	4	-1	x	-0.1%	x	-5	x	x
12	Cc1csc(C(C#N)C(=O)c2ccc(S(=O)(=O)N3CCCC3)cc2)n1 (stereo not given)	1%	22%	-2	-9	-2	3%	0.3%	1%	-14	8	-3%
13	CCOC(=O)c1c(NC(=O)COC(=O)c2cnccn2)sc(C(=O)NC)c1C	0%	x	12	-20	3	x	-0.1%	x	2	x	x
14	Cc1ccc(-c2cc(=O)[nH][nH]2)c(C)c1	0%	-14%	13	-1	0	11%	0.2%	0%	16	-3	-1%
15	CC(C)c1ccc(S(=O)(=O)N2CCN(C(=O)Cc3ccsc3)CC2)cc1	0%	x	-5	0	-2	x	-0.1%	x	31	x	x
16	CCN(CC(=O)NCc1cccs1)C(=O)c1ccc(S(=O)(=O)Nc2ccccc2F)cc1	0%	x	7	-1	1	x	-0.1%	x	5	x	x
17	Cc1ccc(S(=O)(=O)N2CCC(C(=O)NCc3ccccc3CN3CCCC3)CC2)cc1	1%	x	-25	2	x	x	-0.1%	x	18	x	x
18	CCN(C(=O)c1ccncc1)c1c(N)n(Cc2ccccc2)c(=O)[nH]c1=O	0%	x	3	8	-1	x	-0.3%	x	3	x	x
19	COc1cc(CN2CCCC(N3CCN(c4ccccc4C)CC3)C2)ccc1O (stereo not given)	-1%	-7%	6	-16	16	4%	-0.1%	-5%	26	-1	3%
20	O=C1c2ccccc2C(Nc2ccc3c(c2)OCCO3)N1c1ccc(Cl)cn1 (stereo not given)	3%	-5%	-8	-19	3	-10%	0.0%	3%	-4	-9	-9%
21	CCCC(=O)C1=C(O)C(C(=O)OC)C(C)(C)CC1=Nc1cccc([N+](=O)[O-])c1 (stereo not given)	0%	3%	-3	-18	13	0%	-0.5%	1%	-3	3	-2%
22	O=C(CCC(=O)N1CCN(c2ccc(O)cc2)CC1)c1cccs1	4%	x	-5	9	-4	4%	-1.8%	1%	-4	-10	u
23	COCCNC(=O)c1cn(C)c2ccc(S(=O)(=O)N3CCCCC3)cc2c1=O	0%	x	2	9	0	3%	0.0%	3%	-6	x	x
24	COc1ccccc1OCC(=O)Nc1cc(NC(=O)COc2ccccc2OC)cc(C(=O)O)c1	5%	2%	-17	-8	-1	-28%	0.0%	0%	-10	-1	5%
25	COC(=O)c1ccc(COc2ccccc2OC)o1	1%	0%	21	3	1	9%	-0.2%	11%	3	2	x
26	Cc1cc2c(c(=O)n1Cc1cccnc1)C(c1cccs1)C(C#N)=C(N)O2 (stereo not given)	8%	-1%	4	-6	-9	7%	-0.4%	4%	-4	-1	1%
27	COc1ccc(/C=C/C(=O)NCC(=O)N/N=C(/CCC(=O)O)c2ccccc2)cc1	5%	x	13	6	-5	12%	0.0%	x	13	6	-35%
28	O=[N+]([O-])c1ccc(-n2cc(-c3ccccc3)nn2)cc1	2%	0%	3	-14	-5	9%	-0.1%	0%	7	0	x
29	Cc1nc(NC(=O)c2ccccc2)nc2cc3c(cc12)OCO3	1%	-6%	-6	-16	-5	-4%	-0.1%	-2%	0	1	-6%
30	CC(=O)c1ccc(N2CCN(CC(=O)NCc3ccccc3)CC2)cc1	3%	3%	-12	-14	-1	-2%	-1.2%	-1%	-4	-2	x

Shown screen by screen: part of the list above.
#14 Cc1ccc(-c2cc(=O)[nH][nH]2)c(C)c1
#15 CC(C)c1ccc(S(=O)(=O)N2CCN(C(=O)Cc3ccsc3)CC2)cc1
#16 CCN(CC(=O)NCc1cccs1)C(=O)c1ccc(S(=O)(=O)Nc2ccccc2F)cc1
#17 Cc1ccc(S(=O)(=O)N2CCC(C(=O)NCc3ccccc3CN3CCCC3)CC2)cc1
#18 CCN(C(=O)c1ccncc1)c1c(N)n(Cc2ccccc2)c(=O)[nH]c1=O
#19 COc1cc(CN2CCCC(N3CCN(c4ccccc4C)CC3)C2)ccc1O (stereo not given)
#20 O=C1c2ccccc2C(Nc2ccc3c(c2)OCCO3)N1c1ccc(Cl)cn1 (stereo not given)

assay / compound	14	15	16	17	18	19	20
USP2a block	0%	0%	0%	1%	0%	-1%	3%
Menin MLL FP TR	-14%	x	x	x	x	-7%	-5%
KCNH2 3.1 inh	13	-5	7	-25	3	6	-8
Giardia killer	-1	0	-1	2	8	-16	-19
TRPV1 ag	0	-2	1	x	-1	16	3
MLL CXXC-DNA inh	11%	x	x	x	x	4%	-10%
B2AR arrestin	0.2%	-0.1%	-0.1%	-0.1%	-0.3%	-0.1%	0.0%
GALK inh	0%	x	x	x	x	-5%	3%
KCNH2 WT inh	16	31	5	18	3	26	-4
Coupling enz	-3	x	x	x	x	-1	-9
PKM2 activator	-1%	x	x	x	x	3%	-9%

The list goes on:
nr	molecule	USP2a block	Menin MLL FP TR	KCNH2 3.1 inh	Giardia killer	TRPV1 ag	MLL CXXC-DNA inh	B2AR arrestin	GALK inh	KCNH2 WT inh	Coupling enz	PKM2 activator
31	CC1CCCCN1Cc1c(O)ccc2c(=O)c(-c3nc4ccccc4s3)c(N)oc12 (stereo not given)	0%	37%[activator]	4	4	15	-2%	0.6%	-5%	18	-18	-3%
32	COc1ccc(C(=O)Nc2cccc(C(=O)NCc3ccco3)c2)cc1	0%	u	17	5	-1	3%	0.0%	4%	7	2	-11%
33	COc1ccc(S(=O)(=O)Nc2nc3c(s2)C(=O)CC(C)(C)C3)cc1	3%	-23%	4	-24	-5	-3%	0.1%	-2%	-3	6	1%
34	CN(C)/C=C/c1c([N+](=O)[O-])c2ccc(O)cc2n1-c1ccccc1	-2%	x	3	4	x	-4%	4.2%	3%	-3	-4	15%
35	O=C(c1ccccc1NS(=O)(=O)c1ccccc1)N1CCCCCC1	0%	8%	13	-2	-1	-6%	-0.7%	-3%	4	-2	-1%
36	CN1CCN(Cc2cc(=O)oc3cc4c(cc23)CCC4)CC1	0%	-7%[11.7 µM]	-12	11	x	2%	-0.1%	1%	-3	-1	2%
37	CCCC1=NN(C(=O)Cc2ccc(OC)cc2)C(O)(C(F)(F)F)C1 (stereo not given)	4%	-5%	0	-25	4	-4%	0.0%	1%	-2	0	2%
38	O=C1c2ccccc2C(=O)N1OCc1c(F)cccc1Cl	2%	u	-7	-10	27	15%	0.1%	2%	-9	-8	-2%
